TRPC4 PAM = positive allosteric modulators of TRPC4, primary screen, cell-based, mouse TRPC4beta, HEK293 mu-opioid, Fluo-4 calcium. DAMGO EC20, Fluo-4 Ca2+ flux; hits give high values. 310,000 compounds, 0.42% hits. B-score at 10 µM;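 active = B-score of calcium response area above 5 SD of library B-scores, with initial fluorescence ratio within 5 SD of library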;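 also: B-score of integrated fluorescence ratio over time as area under calcium response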
Target sequence (Q9QUQ5 whole entry, looked up): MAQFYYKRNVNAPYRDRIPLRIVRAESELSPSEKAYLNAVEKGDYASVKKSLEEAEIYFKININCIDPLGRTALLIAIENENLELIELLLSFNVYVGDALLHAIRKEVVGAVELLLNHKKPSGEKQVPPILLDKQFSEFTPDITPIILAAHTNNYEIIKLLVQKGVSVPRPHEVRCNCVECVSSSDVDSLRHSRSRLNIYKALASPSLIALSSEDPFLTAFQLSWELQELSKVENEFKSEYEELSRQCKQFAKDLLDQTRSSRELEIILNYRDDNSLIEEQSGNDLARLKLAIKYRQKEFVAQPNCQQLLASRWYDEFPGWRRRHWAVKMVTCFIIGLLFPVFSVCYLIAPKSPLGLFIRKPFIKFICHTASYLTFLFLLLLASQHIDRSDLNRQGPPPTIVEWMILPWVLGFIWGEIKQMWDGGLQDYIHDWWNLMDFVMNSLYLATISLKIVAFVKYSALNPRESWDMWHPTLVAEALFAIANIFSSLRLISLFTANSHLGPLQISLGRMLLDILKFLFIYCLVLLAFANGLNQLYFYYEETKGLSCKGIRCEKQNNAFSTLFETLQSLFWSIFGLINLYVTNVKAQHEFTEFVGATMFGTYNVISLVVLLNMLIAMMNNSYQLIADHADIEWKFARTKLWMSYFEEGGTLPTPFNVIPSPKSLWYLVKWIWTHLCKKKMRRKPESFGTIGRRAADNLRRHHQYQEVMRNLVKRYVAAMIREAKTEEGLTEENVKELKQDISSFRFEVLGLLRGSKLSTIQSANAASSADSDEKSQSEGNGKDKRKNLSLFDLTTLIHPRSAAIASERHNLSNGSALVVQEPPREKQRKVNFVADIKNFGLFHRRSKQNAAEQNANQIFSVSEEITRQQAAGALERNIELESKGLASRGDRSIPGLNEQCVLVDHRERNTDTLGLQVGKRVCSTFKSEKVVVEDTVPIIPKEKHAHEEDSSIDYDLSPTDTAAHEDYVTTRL
MrgX1 allo act = positive allosteric modulators of MrgX1, primary screen, HEK293 cells, Fluo-4 calcium flux | Mas-related G-protein coupled receptor member X1 (Homo sapiens), Q96LB2 | FDSS; hits give high values | B-score at 10 µM | 310,000 compounds, 0.63% hits | AID 588675, 2011;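 active = plate-corrected calcium response at least 3 library SD above typical, normal starting fluorescence, not activating the receptor alone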;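 also: compound read alongside a low EC10 to EC30 dose of BAM8-22 agonist; peak minus trough fluorescence over baseline measured at the second addition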
TRPC4 block = inhibitors of mouse TRPC4 channel, primary screen, Fluo4 calcium, HEK293 TRPC4beta/mu-opioid cells; 300,000 compounds, 0.39% hits; B-score at 10 µM; DAMGO-evoked Fluo4 calcium flux; hits give low values; AID 2247, 2010;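 active = B-score over 3 SD under the library average, no early fluorescence shift, positive overall ratio signal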
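Assay system: TRPC4beta/mu-opioid receptor HEK293 cell line; compound dosing: single concentration per test compound; detection: Fluo4 Ca2+ flux fluorescence; evaluation: per-well B score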
TMEM16A inh = TMEM16A chloride channel inhibitors, primary screen, cell-based, HTS; normalized B-score (activity score, 25-100; higher = stronger inhibition) at 10 µM; HEK293 TMEM16A/YFP iodide influx fluorescence, ionomycin; Anoctamin-1 (Mus musculus), Q8BHY3; 310,000 compounds, 1.2% hits;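 active = ratio plate-corrected score three or more library SD toward inhibition, starting fluorescence score within five deviations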;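 also: score derived from kinetic fluorescence span divided by baseline fluorescence per well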
ANO1 activ = TMEM16A chloride channel activators or potentiators, primary screen, cell-based, HTS | Anoctamin-1 (Mus musculus), Q8BHY3 | HEK293 TMEM16A/YFP-H148Q/I152L, iodide quench fluorescence; hits give low values | B-score at 10 µM | 340,000 compounds, 0.3% hits | AID 623877, 2012;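 active = fluorescence-ratio B-score plate-corrected deviation score at least 3 library SD below zero, with starting fluorescence score within 5 deviations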;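 also: channel opened by trigger with iodide after compound preincubation; score built on the fluorescence ratio of max minus min over baseline; more negative score means more quench and so TMEM16A activation or potentiation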
TRPC6 act = mouse TRPC6 channel activators, primary screen, cell-based, HEK293, membrane potential dye | HEK293-TRPC6 membrane potential dye fluorescence; hits give high values | B-score at 10 µM | 310,000 compounds, 0.13% hits | AID 2550, 2010;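 active = B-score of the integrated fluorescence ratio above library mean plus 3 SD, and starting fluorescence ratio within library mean plus 5 SD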;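 also: higher score means more depolarization so channel activation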
RGS4 inh = RGS4 inhibitors, primary screen, cell-based, HEK293 M3R inducible RGS4, calcium flux; Regulator of G-protein signaling 4 (Homo sapiens), P49798; Fluo-4 calcium flux; hits give high values; triggered by carbachol at its EC20; B-score at 10 µM; 310,000 compounds, 0.45% hits; AID 463165, 2010;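 active = B-score, a plate-corrected calcium signal, over three deviations above library mean, with baseline fluorescence within five deviations of library mean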;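 also: RGS4 expression induced by doxycycline in cells with stable M3 receptor; B-score is computed from the integrated fluorescence ratio over baseline after carbachol; higher B-score means a larger calcium signal and so more RGS4 inhibition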
MrgX1 antagonist = antagonists of human MrgX1 receptor, primary screen, HEK293 cells, Fluo-4 calcium flux. B-score at 10 µM. 310,000 compounds, 1.3% hits. BAM8-22 antagonism; hits give low values. Mas-related G-protein coupled receptor member X1 (Homo sapiens), Q96LB2;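 active = calcium-response B-score plate-corrected more than 3 library SD below zero, starting fluorescence within 5 deviations, no agonist response on first addition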;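 also: peak minus trough fluorescence over baseline after final BAM8-22 challenge near maximal dose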
MrgX1 agonist = agonists of human MrgX1 receptor, primary screen, HEK293 cells, Fluo-4 calcium flux; 310,000 compounds, 0.44% hits; Fluo-4 calcium fluorescence, agonist mode; hits give high values; AID 588627, 2011; B-score at 10 µM; Mas-related G-protein coupled receptor member X1 (Homo sapiens), Q96LB2;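 active = calcium response B-score plate-corrected fluorescence ratio at least 3 library SD, with starting fluorescence B-score inside 5 SD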
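Material – MrgX1-expressing HEK293 cells · Input – 15,000 cells seeded per well · Dosing – compound as first of three additions · Times – overnight seeding, then 1 h dark dye loading · Measured by – kinetic Fluo-4 NW fluorescence of intracellular calcium · Read-out – B-scored fluorescence response ratio · Benchmarks – positive and negative control wells on each plate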
TRPC6 inh = mouse TRPC6 channel inhibitors, primary screen, cell-based, HEK293, membrane potential dye; ACh-evoked depolarization; hits give low values; 310,000 compounds, 1.1% hits; B-score at 10 µM; AID 2553, 2010; Short transient receptor potential channel 6 (Mus musculus), Q61143;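 active = B-score under library mean minus 3 SD, initial fluorescence not abnormally high, positive integrated signal ratio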;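 also: B-score derived from integrated fluorescence ratio over the kinetic read; more negative B-score means stronger inhibition of depolarization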
TRPC4 act = activators of mouse TRPC4 channel, primary screen, Fluo4 calcium, HEK293 TRPC4beta/mu-opioid cells. 310,000 compounds, 0.49% hits. B-score at 10 µM. Fluo4 calcium fluorescence; hits give high values. AID 2237, 2010. Short transient receptor potential channel 4 (Mus musculus), Q9QUQ5;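 active = B-score above 5 SD of library B-scores, and initial fluorescence ratio not above library mean plus 5 SD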;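 also: positive B-score marks a calcium rise read as TRPC4 activation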
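Material: HEK293 stable line with TRPC4beta plus mu-opioid receptor; technique: Fluo4 calcium-sensitive dye fluorescence, kinetic, 1 Hz baseline; timing: Fluo4 dye loading 45 min at room temperature, 110 s recording; controls: assay buffer as low control, maximal DAMGO as high control; read-out: integrated baseline-normalised fluorescence ratio, converted to per-well B score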
* hit, by the source's call; i = inactive; . = no result given. Compounds were not picked by outcome. Share with any hit: about 5.8%.

SMILES | TRPC4 PAM | MrgX1 allo act | TRPC4 block | TMEM16A inh | ANO1 activ | TRPC6 act | RGS4 inh | MrgX1 antagonist | MrgX1 agonist | TRPC6 inh | TRPC4 act
CCOc1cccc(C(=O)Nc2cccc(C(C)=O)c2)c1 | i | i | i | i | i | i | i | i | i | i | i
COc1ccc(C)cc1Nc1n[n+](-c2ccccc2)c(-c2ccc(NC(C)=O)cc2)s1 | i | i | i | i | i | i | i | i | i | i | i
CCC(CC)C(=O)Oc1c(Sc2ccccc2[N+](=O)[O-])c(C)nn1C(C)(C)C | i | i | i | i | -10.1* | i | i | i | i | i | i
CCCCCCCC(=O)N/N=C/c1cccnc1 | i | i | i | i | i | i | i | i | i | i | i
CC(NC(=O)C(Cc1ccccc1)n1cccc1)c1ccccc1 (configuration not stated) | i | i | i | i | i | i | i | i | i | i | i
O=C(NCCNCc1ccc(F)cc1)c1ccco1 | i | i | i | i | i | i | i | i | i | i | i
CCn1cc(C=C2C(=O)c3ccccc3C2=O)c2ccccc21 | i | . | i | . | i | i | i | . | . | i | i
CCCCC(CC)COC1(c2ccccc2)OC(=O)c2ccccc21 (configuration not stated) | i | i | i | i | i | i | i | i | i | i | i
CN(C)CCN(C(=O)CCS(=O)(=O)c1ccccc1)c1nc2c(F)cccc2s1 | i | i | i | i | i | i | i | i | i | i | i
Cc1cccn2c(=O)c3cc(C(=O)NCC4CCCO4)c(=N)n(CCc4ccccc4)c3nc12 (configuration not stated) | i | i | i | i | i | i | i | i | i | i | i
Nc1cc(C(=O)O)c(N)c2c1C(=O)c1ccccc1C2=O | i | i | i | i | i | i | i | -5.7* | i | i | i
Cn1ccnc1SCC(=O)Nc1cccc(C(F)(F)F)c1 | i | i | i | i | i | i | i | i | i | i | i
CN(C(=O)COc1ccc2ccc(=O)oc2c1)C1CCS(=O)(=O)C1 (configuration not stated) | i | i | i | i | i | i | i | i | i | i | i
O=C1CN(S(=O)(=O)c2ccc(Br)cc2)c2ccccc2N1 | i | i | i | i | i | i | i | i | i | i | i
CCOC(=O)c1ccc(NC(=O)Nc2c(C)nn(C)c2C)cc1 | i | i | i | i | i | i | i | i | i | i | i

Of the compounds above, these contain four or more nitrogen atoms:
SMILES | TRPC4 PAM | MrgX1 allo act | TRPC4 block | TMEM16A inh | ANO1 activ | TRPC6 act | RGS4 inh | MrgX1 antagonist | MrgX1 agonist | TRPC6 inh | TRPC4 act
COc1ccc(C)cc1Nc1n[n+](-c2ccccc2)c(-c2ccc(NC(C)=O)cc2)s1 | i | i | i | i | i | i | i | i | i | i | i
Cc1cccn2c(=O)c3cc(C(=O)NCC4CCCO4)c(=N)n(CCc4ccccc4)c3nc12 (configuration not stated) | i | i | i | i | i | i | i | i | i | i | i
CCOC(=O)c1ccc(NC(=O)Nc2c(C)nn(C)c2C)cc1 | i | i | i | i | i | i | i | i | i | i | i

Next compounds:
SMILES | TRPC4 PAM | MrgX1 allo act | TRPC4 block | TMEM16A inh | ANO1 activ | TRPC6 act | RGS4 inh | MrgX1 antagonist | MrgX1 agonist | TRPC6 inh | TRPC4 act
CCOC(=O)c1cnn(CCOC(=O)C(C)(C)C)c1NC(=O)C(C)(C)C | i | i | i | i | i | i | i | i | i | i | i
N#Cc1c(NC(=O)CSc2ncnc3c2cnn3-c2ccccc2Cl)sc2c1CCCC2 | i | i | i | i | i | i | i | i | i | i | i
O=S(=O)(NCC1CCCO1)c1ccc2ccccc2c1 (configuration not stated) | i | i | i | i | i | i | i | i | i | i | i
COc1ccc(OCCn2c(NC(=O)c3ccco3)nc3ccccc32)cc1 | i | i | i | i | i | i | i | i | i | i | i
O=C(NC1CCCCC1)NC1CC2CCC(C1)N2Cc1nnnn1Cc1ccc2c(c1)OCO2 (configuration not stated) | i | i | i | i | i | i | i | i | i | i | i
CCCN(CCC)c1ccc(/C=C/c2ccc3cc(OCC)ccc3n2)cc1 | i | i | i | i | i | i | i | i | i | i | i
O=C(c1ccc(OC2CCN(CCc3ccccc3)CC2)cc1)N1CCCC(O)C1 (configuration not stated) | i | i | i | i | i | i | i | i | i | i | i
CCc1nnc(NC(=O)CSCc2cc(=O)n3ccsc3n2)s1 | i | i | i | i | i | i | i | i | i | i | i
COc1cccc(NC(=S)NC(=O)c2c(Cl)c(C)nn2C)c1 | i | i | i | i | i | i | i | i | i | i | i
O=c1oc(-c2cccs2)nc2scc(-c3cccs3)c12 | i | i | i | i | i | i | i | i | i | i | i
COc1ccc(S(=O)(=O)NCC2CCCN(C(=O)c3sccc3C)C2)cc1 (configuration not stated) | i | i | i | i | i | i | i | i | i | i | i
COc1ccc(OC)c(S(=O)(=O)N(C)CC(=O)Nc2ccc3c(c2)OCO3)c1 | i | i | i | i | i | i | i | i | i | i | i
COCCn1c(=O)[nH]c2cc(C(=O)N3CCN(c4ccc(Cl)cc4)CC3)ccc2c1=O | i | i | i | i | i | i | i | i | i | i | i
O=C(NC1CCCCC1)C(c1ccccc1)N1CCOCC1 (configuration not stated) | i | i | i | i | i | i | i | i | i | i | i
O=C1CC(N2CCN(c3ccc(F)cc3)CC2)C(=O)N1Cc1cccs1 (configuration not stated) | i | i | i | i | i | i | i | i | i | i | i
CC1CN(CCC(=O)Nc2ccc3c(c2)CCC3)CC(C)O1 (configuration not stated) | i | i | i | i | i | i | i | i | i | i | i
Brc1cc2c(cc1/C=N/Nc1nc(N3CCOCC3)nc(N3CCOCC3)n1)OCO2 | i | i | i | i | i | i | i | i | i | i | i
Cn1cc(/C=C(\C#N)C(=O)Nc2cccc([N+](=O)[O-])c2)c2ccccc21 | i | i | i | i | i | i | i | i | i | i | i
CCc1ccc(CNC(=O)CCS(=O)(=O)Cc2ccccc2F)cc1 | i | i | i | i | i | i | i | i | i | i | i
O=C1NCCC/C1=N\Nc1ccc(Br)cc1 | i | i | i | i | i | i | i | i | i | i | i
COc1cccc(OC)c1C(=O)NNC(=O)c1ccc(F)cc1 | i | i | i | i | i | i | i | i | i | i | i
COc1ccc(/C=C/C(=O)NC(=S)NNC(=O)Cc2cccs2)cc1 | i | i | i | i | i | i | i | i | i | i | i
Cc1ccc(-c2nc(C)c(C(=O)O)s2)cc1 | i | i | i | i | i | i | i | i | i | i | i
c1ccc(C[n+]2csc3ccccc32)cc1 | i | i | i | i | i | i | i | i | i | i | i
O=C(Nc1cc(C(F)(F)F)ccc1N1CCOCC1)c1cncc(Br)c1 | i | i | i | i | i | i | i | i | i | i | i
Cc1ccccc1Nc1nc(N)nc(COC(=O)CCNS(=O)(=O)c2ccccc2)n1 | i | i | i | i | i | i | i | i | i | i | i
COc1ccccc1C(c1c(N)n(C)c(=O)n(C)c1=O)C(C)[N+](=O)[O-] (configuration not stated) | i | i | i | i | i | i | i | i | i | i | i
CC(C)c1ccc(NC2CCCN(C(=O)c3ccco3)C2)cc1 (configuration not stated) | i | i | i | i | i | i | i | i | i | i | i
CCn1c(=O)[nH]c2cc(C(=O)N3CCN(c4ccccc4)CC3)ccc2c1=O | i | i | i | i | i | i | i | i | i | i | i
Cc1c(NC(=S)N/N=C/C=C/c2ccccc2)c(=O)n(-c2ccccc2)n1C | i | i | i | i | i | i | i | i | i | i | i
COc1ccc(C)cc1NC(=S)NC(C)c1ccc(OC)c(OC)c1 (configuration not stated) | i | i | i | i | i | i | i | i | i | i | i
CCCCCNC(=O)CCc1ccccc1 | i | i | i | i | i | i | i | i | i | i | i
O=C(Oc1ccc(Cl)c2ccccc12)N1CCCCC1 | i | i | i | 25* | i | i | i | i | i | i | i
CC(C(=O)Nc1ccccc1C(=O)O)n1c(C(F)(F)F)nc2ccccc21 (configuration not stated) | i | i | i | i | i | i | i | i | i | i | i
CCCOc1ccc(N2C(=O)CC(NCc3cccs3)C2=O)cc1 (configuration not stated) | i | i | i | i | i | i | i | i | i | i | i
NC(=O)c1cc([N+](=O)[O-])ccc1N1CCCCC1 | i | i | i | i | i | i | i | i | i | i | i
O=C(CCCCCn1c(=O)[nH]c2ccsc2c1=O)NCc1ccc2c(c1)OCO2 | i | i | i | 25* | i | i | i | i | i | i | i
CC(C)COc1cccc(C(=O)NC2(C)CCS(=O)(=O)C2)c1 (configuration not stated) | i | i | i | i | i | i | i | i | i | i | i
Cn1c(Cn2nnc3ccccc32)nnc1SCC(=O)N1c2ccccc2Sc2ccccc21 | i | i | i | i | i | i | i | i | i | i | i
Cc1ccsc1/C=N/NC(=O)c1nnn(-c2nonc2N)c1C(C)C | i | i | i | i | i | i | i | i | i | i | i
CCC(=O)N(CCc1ccccc1)Cc1cc2cc(C)ccc2[nH]c1=O | i | i | i | i | i | i | i | i | i | i | i
CCn1c(C(=O)NC(C)c2ccc3c(c2)OCCO3)cc2sccc21 (configuration not stated) | i | i | i | i | i | i | i | i | i | i | i
CCNS(=O)(=O)c1ccc(CCC(=O)NCc2ccccc2)cc1 | i | i | i | i | i | i | i | i | i | i | i
Cc1ccc(Oc2ncccc2C(=O)NCC(=O)O)cc1 | i | i | i | i | i | i | i | i | i | i | i
O=C(c1ccc2c(=O)n(CCc3ccccc3)c(=O)[nH]c2c1)N1CCN(c2ccc(F)cc2)CC1 | i | i | i | i | i | i | i | i | i | i | i
O=C(NCCCNc1ccc([N+](=O)[O-])cc1)C(F)(F)F | i | i | i | i | i | i | i | i | i | i | i
CS(=O)(=O)c1ccc2nc(NC(=O)c3ccco3)sc2c1 | i | 9.02* | i | i | i | i | i | i | i | i | i

From PubChem
